# hcGAS inh = blocks human cGAS activity | Q8N884 | recombinant h-cGAS, ATP depletion, Kinase-Glo luminescence | inhibition, % at 12.5 µM | hit rate 0.081% among 290,000 | AID 1259398;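 further: 0% = vehicle reaction and 100% = reaction without DNA for no activity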
# Target sequence (Q8N884 whole entry, looked up): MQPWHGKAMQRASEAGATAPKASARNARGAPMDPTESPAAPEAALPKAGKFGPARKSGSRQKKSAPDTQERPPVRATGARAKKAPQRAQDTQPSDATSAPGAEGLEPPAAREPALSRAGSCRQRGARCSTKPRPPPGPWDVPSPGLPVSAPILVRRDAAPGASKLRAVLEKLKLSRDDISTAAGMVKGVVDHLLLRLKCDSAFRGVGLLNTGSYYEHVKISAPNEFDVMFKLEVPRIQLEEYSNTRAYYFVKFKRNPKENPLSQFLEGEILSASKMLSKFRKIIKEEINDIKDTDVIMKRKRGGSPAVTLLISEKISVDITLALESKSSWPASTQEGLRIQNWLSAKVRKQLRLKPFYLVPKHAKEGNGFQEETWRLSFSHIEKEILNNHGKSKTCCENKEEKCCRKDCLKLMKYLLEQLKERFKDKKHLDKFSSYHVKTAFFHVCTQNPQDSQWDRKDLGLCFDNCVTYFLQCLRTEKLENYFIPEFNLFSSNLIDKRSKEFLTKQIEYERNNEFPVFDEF
# NPYLR7 ag = activates Aedes aegypti NPYLR7 receptor; HEK293T NPYLR7/Galpha15, GCaMP6s calcium fluorescence; activation, % at 10 µM; hit rate 0.15% among 270,000; in the data active means activation above about 40%;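 further: 0% = vehicle and 100% = reference agonist at the receptor; some compounds past the cut are filed as inactive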
# mcGAS lum = blocks mouse cGAS activity. Q8C6L5. recombinant cGAS, Kinase-Glo ATP depletion luminescence. inhibition, % at 12.5 µM. hit rate 0.15% among 160,000;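 further: 0% = negative control wells and 100% = reference inhibitor with no enzyme activity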
# Active calls of the source: *; . = no result given; & = joins results of further samples. Unless noted, no stated cut-off is given here; in the data, active means inhibition above about 40%; inactive means the rest.
# The opening two compounds (preview)
# Second line of a record – mcGAS lum | NPYLR7 ag | hcGAS inh
CC(=O)CCc1oc2c([N+](=O)[O-])cccc2c1-c1ccc(C)o1
 : -5 | -1 | -1
COc1ccccc1CNC(=O)c1ccc2nc(C)c(N(C)CC3CCCCC3)n2c1
 : 0 | -3 | 0

# Results, repeating the preview:
# Second line of a record – mcGAS lum | NPYLR7 ag | hcGAS inh
CC(=O)CCc1oc2c([N+](=O)[O-])cccc2c1-c1ccc(C)o1
 : -5 | -1 | -1
COc1ccccc1CNC(=O)c1ccc2nc(C)c(N(C)CC3CCCCC3)n2c1
 : 0 | -3 | 0
COc1ccc(C(=O)C=Cc2ccc(Br)cc2F)c(OC)c1
 : . | -1 | -7
COc1cc(NC(=O)CCc2nc3sc4c(c3c(=O)[nH]2)CCCC4)cc(OC)c1
 : -6 | 0 | -4
O=C(CSc1ccc(C(=O)N2CCC(n3c(=O)[nH]c4ccccc43)CC2)cn1)c1ccc(Cl)cc1
 : -4 | 35 | -8
CCOC(=O)N(C)c1c(CC)nc2ccc(C(=O)NCCNC(C)=O)cn12
 : -2 | 18 | -6
O=C(Nc1nnc(Cc2ccccc2)s1)C1CC2CCC1C2 (stereo unspecified)
 : -4 | 15 | -18
COCCNC(=O)C1(C)CCCN(Cc2ccsc2)C1 (stereo unspecified)
 : . | -1 | -13
CC(=O)Nc1nn2c(-c3ccco3)nnc2s1
 : . | 5 | -5
O=C(Cn1c(=O)oc2ccccc21)N1CCN(CCc2ccncc2)CC1
 : -11 | 4 | -2
CCCS(=O)(=O)N1CCc2nnc(C3CC3)n2CC1
 : -6 | . | -13
O=C(CN(C(=O)c1ccc(Br)cc1)C1CCCCC1)N(Cc1ccc(F)cc1)Cc1cccs1
 : -3 | -3 | -5
COc1ccccc1C1CCN(C(=O)CCC(=O)NC2CCCC2)CC1
 : -13 | -1 | -8
COc1ccc(CNC(=O)NNc2ccccc2Cl)cc1
 : -15 | 14 | -7
COc1ccc(C(C)C)cc1-c1cnc(N[C@H](CO)C(C)C)cn1
 : -2 | 0 | -3

# In the list so far, 7 have sulfur.
# Second line of a record – mcGAS lum | NPYLR7 ag | hcGAS inh
COc1cc(NC(=O)CCc2nc3sc4c(c3c(=O)[nH]2)CCCC4)cc(OC)c1
 : -6 | 0 | -4
O=C(CSc1ccc(C(=O)N2CCC(n3c(=O)[nH]c4ccccc43)CC2)cn1)c1ccc(Cl)cc1
 : -4 | 35 | -8
O=C(Nc1nnc(Cc2ccccc2)s1)C1CC2CCC1C2 (stereo unspecified)
 : -4 | 15 | -18
COCCNC(=O)C1(C)CCCN(Cc2ccsc2)C1 (stereo unspecified)
 : . | -1 | -13
CC(=O)Nc1nn2c(-c3ccco3)nnc2s1
 : . | 5 | -5
CCCS(=O)(=O)N1CCc2nnc(C3CC3)n2CC1
 : -6 | . | -13
O=C(CN(C(=O)c1ccc(Br)cc1)C1CCCCC1)N(Cc1ccc(F)cc1)Cc1cccs1
 : -3 | -3 | -5

# Remaining list, next part
# Second line of a record – mcGAS lum | NPYLR7 ag | hcGAS inh
CCOC(=O)C1(Cc2cccc(OC)c2)CCCN(C2CSCCSC2)C1 (stereo unspecified)
 : -2 | 4&-5 | -1&3
CCCc1nc(C)c(CNC(=O)C2CCCCCN2C)s1 (stereo unspecified)
 : -6 | . | -14
O=C(C=Cc1cccs1)NC1CCCC1
 : -9 | 5 | -7
COCCN(CC(=O)N(CCc1c[nH]c2ccccc12)Cc1ccc(C)cc1)C(=O)Nc1ccc(C)cc1C
 : -5 | 22 | -3
Cc1noc(C(C)C)c1C(=O)O
 : . | -7 | -6
S=c1[nH]nc(C#Cc2ccccc2)n1Cc1ccccc1
 : -3 | -6 | -7
CC1CC(C)CN(C(=O)c2cnn(C)c2)C1 (stereo unspecified)
 : . | 2 | -11
O=S(=O)(c1ccc2c(c1)CCC2)N1CCN(Cc2nnc(-c3ccco3)o2)CC1
 : . | 4 | -4
COc1cccc(-c2cccc(-c3ccc(NC(=O)c4ccc(F)c(Cl)c4)cc3)n2)c1
 : -5 | 26 | -6
Cc1ccc2cc(S(=O)(=O)NCCn3nc(C)c(Cl)c3C)ccc2c1
 : -14 | 3 | -5
Cc1nn(C)c(C)c1CC(=O)N1CCN(S(=O)(=O)c2ccc(Cl)c(Cl)c2)CC1
 : . | -5 | -4
Cc1cc(C)cc(NC(=O)c2oc(C)nc2C)c1
 : -5 | -6 | -4
Cc1c(C(=O)NC(C)C)sc2ncc(C(=O)NC(C)C)cc12
 : -8 | -3 | -3
Cc1c(C)n2c3c(=O)n(C)c(=O)n(C)c3nc2n1Cc1ccc(F)cc1
 : . | 13 | -8
c1csc(-c2nnc(-c3ccc4c(c3)OCO4)o2)c1
 : . | 14 | -13
COc1ccc(OC)c(NC(=O)Cn2cc(OC)c(=O)cc2CSc2nc(C)cs2)c1
 : -3 | -5 | -1
CS(=O)(=O)c1ccc(CN2CC[C@@]3(C2)[C@@H](O)CN(c2ccccc2)S3(=O)=O)cc1
 : -5 | -3 | 0
OCn1nc(-c2ccccc2Br)oc1=S
 : 3 | -3 | 6
CC(C)(C)CC(C)(C)c1ccc(OCC(=O)NNC(=O)c2ccc(F)cc2)cc1
 : . | -2 | -9
Cc1cc(C)c(OCC(=O)c2ccc3c(c2)N(CCCC(=O)NCc2ccco2)C(=O)CO3)c(C)c1
 : -4 | . | -4
Cc1ccc(Cl)c(OC2CC3CCC(C2)N3C(=O)c2ccc(CSc3ccoc3C)cc2)c1 (stereo unspecified)
 : -5 | 0 | 0
Cc1ccccc1NC(=O)Nc1ccc(N2CCCC2)c(C(=O)NCc2ccc(F)cc2)c1
 : 0 | -6 | 5
O=C(c1ccc(F)cc1)N1CCCC(OCc2cc(F)ccc2F)C1 (stereo unspecified)
 : . | -3 | 4
COc1ccccc1CN1CC(C(=O)N(C)CCCn2nc(C)cc2C)CCC1=O (stereo unspecified)
 : -7 | 1 | -6
COCCN(CC(=O)Nc1cc(-c2ccccc2)nn1-c1ccccc1)C(=O)c1ccc(Cl)c([N+](=O)[O-])c1
 : -5 | 23 | -9
O=S(=O)(c1ccc(Nc2ccc3c(c2)OCCCO3)nc1)N1CCCC1
 : -5 | 6&8 | -8&-2
Cc1ccc2nc(C)c(NC(=O)C3CCCO3)c(=O)n2c1 (stereo unspecified)
 : . | -2 | 1
CCC(=O)NCCOc1ccc2nnc(-c3ccc(OC)cc3)n2n1
 : -9 | -11 | -7
CCC(=O)c1ccc(OCC(O)CN2C(=O)NC(C)(c3ccco3)C2=O)cc1 (stereo unspecified)
 : -5 | -11 | -3
COc1ccc2c(c1)C1(SCCN1C(=O)Nc1cccc(F)c1)C(=O)N2Cc1ccccc1Cl (stereo unspecified)
 : -5 | -1 | -4
O=C(NCc1cccs1)c1cccnc1N1CCN(S(=O)(=O)c2ccc(Cl)s2)CC1
 : -6 | -7 | -4
COC(=O)C1=C(C)N(c2ccc3c(c2)OCCO3)C(=S)NC1c1cccc(OC)c1OC (stereo unspecified)
 : . | 3 | -8
CCc1ccc(O)c(C(=O)NC(C)c2cn(-c3ccccc3)nn2)c1 (stereo unspecified)
 : . | 10 | -7
O/N=C1/CCCc2c1nc(-c1ccc(F)cc1)n2O
 : -8 | 1 | -10
CN(C(=O)CN1C(=O)NC2(CCc3ccccc32)C1=O)C1CCS(=O)(=O)C1 (stereo unspecified)
 : -6 | 13 | -5
O=C(OCc1cc2c(cc1Br)OCO2)c1cccc(O)c1
 : . | 0 | -14
CCCC(=O)N1CCN(c2nc(C)cc(NCC)n2)CC1
 : . | 8 | -12
CC(C)(C)SCCN1CC(=O)N2CC[C@@H](O)C[C@H]2C1=O
 : . | -5 | -6
CCCOC1CCCN(Cc2c(C(=O)N(C)CCc3ccccc3)nc3c(C)cccn23)C1 (stereo unspecified)
 : -10 | 1 | -7
Cc1oc(-c2ccc(Cl)cc2)cc1C(=O)N1CCC1(C)C(=O)O (stereo unspecified)
 : . | -3 | -8
Cc1ccc(C(NCc2cc(=O)n3cccc(C)c3n2)C2CC2)cc1 (stereo unspecified)
 : -7 | -3 | -14
CN1C(=O)C(=Cc2ccc(OCCOc3ccccc3)cc2)C(=O)N(C)C1=O
 : -5 | 4 | -4
CCCc1ccccc1N1C(=O)CSC1c1ccc(NC(=O)c2ccccc2Cl)cc1 (stereo unspecified)
 : -3 | 1 | -6
OCCCn1cnc2cc(-n3cc4ncccc4c3O)ccc21
 : . | 1 | -10
Nc1cc(-c2ccc(Cl)cc2)nn1-c1ccc(C(=O)NC[C@@H]2CCCO2)cc1
 : 1 | -8 | 0
COc1ccc(Br)cc1CNc1ccc2nnc(C)n2n1
 : . | 0 | -5
COCCCN(CC(=O)N1CCc2sccc2C1c1ccc(Cl)cc1Cl)C(=O)c1ccc2c(c1)OCO2 (stereo unspecified)
 : -5 | 18 | -3
CC(C)CC1=NN(C(=O)CCc2ccc3c(c2)OCO3)C(O)(C(F)(F)F)C1 (stereo unspecified)
 : . | 2 | -3
CC(=O)Nc1nnc(Cn2cnc3c2c(=O)n(C)c(=O)n3C)s1
 : -3 | 2 | -1
Cc1ccc(S(=O)(=O)Nc2cc(C)ccn2)cc1
 : . | -1 | -4
O=S(=O)(c1ccccc1F)N1CCN(c2ccc3nnc(-c4ccco4)n3n2)CC1
 : -7 | 4 | -3
O=C(C1CN(S(=O)(=O)c2cccs2)CC12CCCCC2)N1CCCC1 (stereo unspecified)
 : -3 | . | -5
O=S(=O)(c1ccc(Cl)s1)N1CCN(C(=S)NCC2CCCO2)CC1 (stereo unspecified)
 : -7 | 0 | -9
Cc1ccc(-n2c(CN(C)S(C)(=O)=O)n[nH]c2=O)cc1C
 : . | 12 | -8
Cc1cc(-c2ccnc3c2ccn3C)c(=O)[nH]c1C
 : -11 | . | -3
Cc1c(C(=O)NCc2cccc(Cl)c2)sc(=O)n1Cc1ccccn1
 : . | 17 | -2
O=C1OC(c2ccco2)=N/C1=C\c1ccc(Cl)c(Cl)c1
 : 2 | -2 | 4
CCCNc1cc(C)nc2c(-c3ccc(Cl)cc3)c(C)nn12
 : -7 | -7 | -7
N#CC(C#N)=C1C=CN(c2ccc(Br)cc2)C=C1
 : . | -4&4 | -5&-3
COc1nc(C(=O)NCC2CCC2)cc2ccccc12
 : . | -8 | 8

# The list continues.
# Second line of a record – mcGAS lum | NPYLR7 ag | hcGAS inh
CCn1cc(C(=O)N2CCC3(CCCN(C)CC3)CC2)c(=O)c2ccc(C)nc21
 : . | 5 | -5
CCC(C)N(Cc1ccc(OS(=O)(=O)c2ccc(F)cc2)cc1)C(=O)c1cc(OC)cc(OC)c1 (stereo unspecified)
 : -6 | . | -8
COc1ccc(C(=O)C=c2[nH]c(=O)c(=Cc3ccc4c(c3)OCO4)s2)cc1
 : . | 2 | -2
COc1cccc(-c2csc(-n3nc(C)cc3NC(=O)Cc3ccc(F)cc3)n2)c1
 : 0 | -2 | 1
FC(F)(F)c1nc(Nc2ccc(-n3cnnn3)cc2)c2ccccc2n1
 : . | 2 | -3
CC(C)CCN1C(=O)CC[C@]2(C(=O)NCc3cccs3)CCCC[C@@H]12
 : -1 | . | -9
CCOc1ccc(-n2c(-c3ccccc3)n[nH]c2=S)cc1
 : 4 | -6 | 6
COc1ccc(Cl)cc1CN1C(=O)CON=C1Cc1ccccc1
 : . | 6 | -2
CCc1ncc2c(n1)CN(CC(O)COCC1CCCO1)CC2 (stereo unspecified)
 : . | 2 | 6
CN(Cc1cccc(C#N)c1)C(=O)NCC1(c2ccccc2)CCC1
 : -8 | 10 | -10
Cc1nc(C(C)NC(=O)NC2CCCN(c3ccccc3)C2)cs1 (stereo unspecified)
 : . | 0 | 0
Cc1nc2c(C)cccc2cc1C(=O)N1CCCC(N(C)CCCN(C)C)C1 (stereo unspecified)
 : -23 | 0 | -3
N#Cc1cccc(C(=O)N2CCSc3nnc(COc4ccccc4F)n32)c1
 : -6 | . | -7
COc1cc2nc(CN3CCOCC3)n(C(C)C(=O)Nc3cc(C)on3)c(=O)c2cc1OC (stereo unspecified)
 : . | 12 | -12
ON=Cc1ccc(OCc2ccccc2)c(OCc2ccccc2)c1
 : -8 | -5 | -6
CC(C)c1ccc(C(=O)N2CCC3(CC2)C(=O)NCCN3C)c(=O)n1C
 : -1 | -4 | 0

# Looked up above:
# CCc1ncc2c(n1)CN(CC(O)COCC1CCCO1)CC2 (stereo unspecified) | hcGAS inh: 6
# ON=Cc1ccc(OCc2ccccc2)c(OCc2ccccc2)c1 | mcGAS lum: -8

# High-throughput results as filed in PubChem BioAssay.
